Source: PubChem BioAssay (several laboratories)
Mtb FBA inh – inhibitors of M. tuberculosis fructose-bisphosphate aldolase; P9WQA3; purified M. tuberculosis FBA, fluorescence read-out; inhibition, % at 1 µM; 2.3% of 360,000 active; in the data active means inhibition above about 27%;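 further: 0% = vehicle and 100% = reference inhibitor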
Target sequence (P9WQA3 whole entry, looked up): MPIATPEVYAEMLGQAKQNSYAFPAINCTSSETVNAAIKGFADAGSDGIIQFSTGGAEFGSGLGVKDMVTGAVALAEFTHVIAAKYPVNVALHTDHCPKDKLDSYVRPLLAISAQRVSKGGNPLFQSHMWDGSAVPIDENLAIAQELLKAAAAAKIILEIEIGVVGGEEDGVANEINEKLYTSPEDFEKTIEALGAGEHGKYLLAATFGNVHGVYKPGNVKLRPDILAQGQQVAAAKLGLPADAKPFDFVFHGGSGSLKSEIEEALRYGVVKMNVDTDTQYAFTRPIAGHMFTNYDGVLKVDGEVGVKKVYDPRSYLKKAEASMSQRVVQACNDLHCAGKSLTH
CCHF vOTU inh – CCHFV vOTU protease inhibition. 0.55% of 370,000 active. inhibition, % at 11.5 µM. Pep-AMC fluorescence. AID 651958; further: 0% = vehicle wells with enzyme and 100% = no enzyme wells
PrPC TRFRET – inhibitors of human cell surface prion protein PrPC. TR-FRET read-out. P04156. 0.43% of 370,000 active. inhibition, % at 13.8 µM; in the data active means inhibition above about 24%; further: 0% = median of the test wells and 100% = reference compound wells
FadD28 binding – blocks FadD28 binding to the bisubstrate probe. 0.22% of 360,000 active. AID 588549. inhibition, % at 12.5 µM. fluorescence polarization; in the data active means inhibition above about 8.5%, passing the limit was not always enough; inconclusive means no clear call, values can overlap the other calls
BoNT-F LC inh – blocks Botulinum neurotoxin F light chain protease. Multiplex microsphere protease cleavage assay, flow cytometry. inhibition, % at 10 µM. 0.22% of 360,000 active. AID 588497; in the data active means inhibition above about 35%, passing the limit was not always enough; inconclusive means no clear call, values can overlap the other calls; further: plate controls were buffer without enzyme for full effect and enzyme alone for no effect
Mtb UGM inh – Mtb UDP-galactopyranose mutase inhibition; P9WIQ1; purified UGM, fluorescence polarization probe displacement; inhibition, % at 10 µM; 0.06% of 320,000 active; in the data active means inhibition above about 10%, passing the limit was not always enough; inconclusive means no clear call, values can overlap the other calls
Target sequence (P9WIQ1 whole entry, looked up): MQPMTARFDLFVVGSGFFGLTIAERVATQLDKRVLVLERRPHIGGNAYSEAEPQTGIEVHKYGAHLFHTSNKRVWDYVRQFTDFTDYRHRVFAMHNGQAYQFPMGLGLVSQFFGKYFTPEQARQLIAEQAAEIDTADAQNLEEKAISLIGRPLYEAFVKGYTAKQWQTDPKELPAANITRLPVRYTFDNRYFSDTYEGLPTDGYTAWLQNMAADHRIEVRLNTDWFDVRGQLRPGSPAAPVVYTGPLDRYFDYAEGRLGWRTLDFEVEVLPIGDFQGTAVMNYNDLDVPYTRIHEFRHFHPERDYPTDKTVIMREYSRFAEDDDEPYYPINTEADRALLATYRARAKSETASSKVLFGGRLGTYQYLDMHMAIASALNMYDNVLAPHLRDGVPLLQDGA
BoNT A protease – blocks Botulinum neurotoxin A light chain protease. multiplex microsphere protease substrate cleavage, flow cytometry. 0.17% of 360,000 active. inhibition, % at 10 µM. AID 588499; in the data active means inhibition above about 30%; inconclusive means no clear call, values can overlap the other calls; further: plate controls were buffer without enzyme for full effect and enzyme alone for no effect
Mtb BioA inh – inhibitors of Mycobacterium tuberculosis BioA enzyme; purified M. tuberculosis BioA enzyme, plate reader; inhibition, % at 9.99 µM; 0.096% of 360,000 active; in the data active means inhibition above about 40%; inconclusive means no clear call, values can overlap the other calls
GDH-TPI inh – inhibits GDH-TPI coupling enzymes, artifact for Mtb FBA screen; GDH-TPI coupled enzyme counterscreen, NADH absorbance; inhibition, % at 4.8 µM; 1.2% of 360,000 active; AID 588335;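 further: 0% = DMSO wells and 100% = wells lacking the enzyme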
Numbers without * were called inactive; u = inconclusive; x = not tested or not shown. Unless noted, no stated cut-off is given here; in the data, active means inhibition above about 30%; inactive means the rest.

compound	Mtb FBA inh	BoNT-F LC inh	Mtb UGM inh	Mtb BioA inh	BoNT A protease	CCHF vOTU inh	GDH-TPI inh	PrPC TRFRET	FadD28 binding
CCCN1C2CCCC1CC(NC(=O)c1ccccc1OCC)C2 (configuration not stated)	-6	26	-5.4	x	0.7	-9	0	-4	0.4
O=c1[nH]c2ccccc2nc1C(F)(F)F	17	-4	1.3	-0.4	-0.1	-25	14	2	-0.1
Cc1cccc(C(=O)Nc2ccc(C(=O)Nc3ccc(O)cc3)cc2)c1	3	-8	-2.0	-2.1	-3.4	4	1	23	1.3
CC(C)Cn1cnc2c1c(=O)[nH]c(=O)n2Cc1ccccc1	1	-10	-0.9	-1.6	0.1	0	-6	11	-3.3
COc1cc(NC(=O)COC(=O)CO/N=C(\C)c2ccc3c(c2)OCO3)cc(OC)c1OC	3	-7	-2.9	x	-2.7	-3	4	-5	0.5
Cc1cc(NC(=O)CCCn2nc(C)c([N+](=O)[O-])c2C)no1	0	-3	0.0	0.0	-1.6	7	-10	-12	-3.6
N#Cc1c(N2CCCCC2)nc(N)c2c(N)nc3c(c12)CC(c1ccccc1)O3 (configuration not stated)	30*	14	1.0	2.5	1.3	-13	16	-3	-2.2
O=C1CCCC(NCCCCCCNC2=C([N+](=O)[O-])C(=O)CCC2)=C1[N+](=O)[O-]	0	3	x	7.0	0.0	29	24	-4	-3.8
Cc1ccc2c(C)c(C(=O)N3CCC(C(N)=O)(N4CCCCC4)CC3)oc2c1C	-1	-5	x	0.7	-0.3	6	6	4	-2.8
CCOc1cc(/C=N/NC(N)=O)cc(Br)c1OCc1ccccc1F	-2	-16	-0.7	-0.6	-2.0	16	1	3	-3.9
CN1CCN(Cc2ccc(OCc3ccccc3)cc2)CC1	0	-14	-1.0	0.1	-0.6	-2	-1	-5	-1.3
O=c1c([N+](=O)[O-])cc(C(F)(F)F)cn1Cc1c(Cl)cccc1Cl	-1	-8	3.2	1.4	-2.9	3	6	0	-2.0
Cc1oc(-c2ccc(Cl)cc2)cc1C(=O)O	-1	u	6.0	x	u	-7	1	1	0.0
Cc1ccn2c(=O)nc(SCC(=O)N3CCC(Cc4ccccc4)CC3)nc2c1	-1	8	-1.1	1.9	-1.3	6	6	2	-2.8
FC(F)(F)c1ccccc1NC(=S)N1CCCCCC1	-1	4	0.3	-2.0	1.0	6	7	0	-5.0
Cc1ccc(OCCNC(=O)CCNS(=O)(=O)c2ccc3ccccc3c2)cc1	6	10	-0.2	-0.8	5.9	4	5	-7	-0.2
CCC(CC)C(=O)Nc1cccc(C(=O)Nc2ccc(S(N)(=O)=O)cc2)c1	1	-5	1.6	x	-0.8	-3	1	-1	-3.2
NC(=O)C1CCN(C(=O)c2ccc(OCC(=O)Nc3cccc(C(F)(F)F)c3)cc2)CC1	3	0	0.9	x	2.7	17	-11	-1	-5.1
O=C(CN(C(=O)c1csnn1)c1cccc2c1CCCC2)NCc1ccc(F)cc1	1	0	-0.5	0.0	0.6	11	-2	10	-4.2
O=C(COC(=O)CCOc1ccccc1)NCCC1=CCCCC1	2	-3	1.9	x	0.3	4	1	4	-2.3
Cc1ccc(S(=O)(=O)c2nc(-c3cccs3)oc2SCC(N)=O)cc1	3	-7	0.0	x	2.1	-11	13	-63	-4.1
COc1ccc2c(c1)CCC1C2=NN(/C(C)=C/C(C)=O)C1c1cccc(F)c1 (configuration not stated)	1	24	-0.2	-1.5	-25	14	12	3	-2.5
OCCC1CN(Cc2cnc(-c3ccccc3)s2)CCN1C1CCCC1 (configuration not stated)	-1	3	0.8	x	1.0	0	8	-1	-1.8
Cc1cccc(NC(=O)CCSc2nc(C)cc(C)n2)c1	1	-10	-0.6	-0.3	-1.5	15	-1	5	-1.4
Cn1cccc1C(=O)c1ccc(Cl)cc1Cl	-1	-29	-0.2	-7.9	-1.8	-6	-2	7	-2.2
Cn1nnnc1SCc1cccc(CSc2nnnn2C)n1	2	4	0.7	-0.9	3.2	-10	1	-1	-0.9
CCN(CC)S(=O)(=O)c1ccc(/C=C/C(=O)OCC(=O)NNC(=O)c2ccc(OC)cc2)cc1	-4	2	2.3	0.1	0.1	1	3	-5	-6.4
CC1CC(O)C(C)CN1 (configuration not stated)	-1	-1	x	9.3	-0.4	-14	1	-10	-2.0
Cc1ccccc1NC(=O)c1ccc(OCC(=O)Nc2ccccc2F)cc1	0	2	-4.8	x	0.4	16	-2	11	0.2
CC(=O)c1ccc(NC(=O)C(C)Sc2nnnn2C)cc1 (configuration not stated)	-1	-6	0.3	-1.5	-4.2	-6	-12	-2	-0.9
COC(=O)c1cc(NC(=O)C2CC(=O)NC(=NCc3ccc(OC)cc3)S2)cc(C(=O)OC)c1 (configuration not stated)	2	-1	1.1	x	-1.6	-7	1	2	-1.3
COc1ccc(N2CCN(CCS(=O)(=O)c3cc(Cl)ccc3Cl)CC2)cc1	0	2	0.5	1.1	-0.3	11	-3	1	-2.2
Nc1cccc2[nH]c(=O)c3ccccc3c12	61*	1	x	x	0.0	-49	18	-2	-1.9
Oc1nc(Nc2ccccc2)sc1/C=C1\C=Nc2ccccc21	-4	-6	0.9	0.3	-1.0	0	9	-6	0.0
CCCCCN(C(=O)CCC(=O)OCC(=O)N1C(C)CCCC1C)c1c(N)n(CCCC)c(=O)[nH]c1=O (configuration not stated)	1	8	-2.3	-0.6	0.5	6	-4	0	-0.4
COc1ccccc1/C=C/C=N/NC(=O)Cc1cccn1C	78*	-6	-0.1	x	-1.3	7	51*	-8	-0.9
CC(=O)Nc1cccc(/C(C)=N/Nc2nc3ccccc3s2)c1	-4	-7	-0.9	x	-2.3	11	10	0	-0.9
O=S(=O)(NC1CCC(NS(=O)(=O)c2c(F)cccc2F)CC1)c1ccc2c(c1)OCCO2 (configuration not stated)	2	-1	0.4	-0.4	-0.9	4	-2	-1	-1.4
CCOC(=O)N1CCC(NC(=O)Cn2cc3c(n2)CCCC3)CC1	2	-18	2.0	-1.1	-1.7	-1	4	0	0.9
Cc1cc(NC(=O)CSc2nnc(N)s2)c([N+](=O)[O-])cc1C	5	-1	-1.5	1.1	0.0	5	2	-7	-3.3
O=C(CN1C(=O)NC2(CCCCC2)C1=O)N1CCN(S(=O)(=O)c2ccc(Cl)s2)CC1	1	-6	-0.2	0.4	-1.1	0	-4	5	-3.2
NC(Cc1ccccc1)c1csc(Nc2ccc(C(F)(F)F)cn2)n1 (configuration not stated)	1	-13	x	-0.1	-0.1	2	12	-1	-3.4
Cc1ccc(NC(=O)C(=O)Nc2ccccn2)cc1	-4	-4	-3.3	-0.8	0.5	-2	11	5	1.3
COc1ccc(C(=O)NC(=S)Nc2ccc3oc(=O)ccc3c2)cc1	0	-2	-1.1	-3.2	1.0	18	12	8	-1.7
NC(=O)COc1ccc(C2c3c(oc4ccccc4c3=O)C(=O)N2CC2CCCO2)cc1 (configuration not stated)	1	6	1.0	x	0.2	-14	18	0	-1.3
O=C(Nc1ccccc1Cl)c1ccc(=O)[nH]n1	1	24	0.4	-0.4	-2.6	6	5	5	0.9
COc1cc([N+](=O)[O-])ccc1NC(=O)Cn1ccsc1=N	-1	8	0.8	6.9	-0.3	13	4	-27	-1.9
Cc1ccc(Cn2c(CCNc3nc(-c4ccc(Cl)c([N+](=O)[O-])c4)cs3)nc3cc(C(=O)NCCCO)ccc32)cc1	-1	-21	0.4	0.0	-1.4	5	-1	-10	1.0
COC(=O)C1=C(C)NC(=O)/C1=C\c1cc(C)n(-c2cccc(C)c2)c1C	-4	-24	-0.6	3.2	1.0	4	1	-7	0.4
COc1ccc(/C=C/C(=O)Nc2ccc(-c3nnc4n3CCCCC4)cc2)c(OC)c1	-1	-4	3.8	x	1.1	1	26	-4	-16
COc1cc(C(=O)Nc2cc(C)cc(C)c2)c(-n2cnnn2)cc1OC	-1	0	-4.1	x	-0.2	4	-10	-1	-4.7
O=C(CNC(=O)C(c1ccccc1)c1ccccc1)N/N=C\c1ccc2c(c1)OCO2	-1	-6	-1.3	x	-0.4	-12	6	-3	0.5
CCCCc1nc2cc(C(=O)NCc3ccccn3)ccc2o1	-1	-1	0.3	0.3	1.3	12	7	4	-1.0
Cn1c(=O)c2c(ncn2CC(=O)OCC(=O)Nc2ccc(Cl)cc2)n(C)c1=O	0	-8	3.8	1.3	0.5	-21	3	-4	-1.8
CCc1nc2ccc(C(=O)Nc3ccc(OC)c(OC)c3)cn2c1N(C)CCC(C)C	-2	-5	x	0.8	-0.3	21	10	-2	-2.1
O=C(c1ccncc1)N1CCN(S(=O)(=O)c2cccc([N+](=O)[O-])c2)CC1	0	2	-0.4	x	0.0	14	-11	-28	-3.3
CC(=O)N1CCCc2cc(S(=O)(=O)Nc3ccc4c(c3)OCO4)ccc21	2	-4	2.6	-0.6	0.9	1	4	-1	-1.6
O=C(O)C1(c2ccc(Cl)cc2)CCC1	-1	1	0.2	1.2	-0.5	-3	1	1	0.5
Cc1coc2cc3oc(=O)c(CCC(=O)NCCN4CCOCC4)c(C)c3cc12	15	-5	1.2	-1.3	-1.3	-16	19	3	0.0
CC(=O)NNc1ncnc2c1cnn2-c1ccccc1	7	0	1.5	x	-0.4	2	8	5	-0.2

The final four entries of the part before come first, to join the parts.
compound	Mtb FBA inh	BoNT-F LC inh	Mtb UGM inh	Mtb BioA inh	BoNT A protease	CCHF vOTU inh	GDH-TPI inh	PrPC TRFRET	FadD28 binding
CC(=O)N1CCCc2cc(S(=O)(=O)Nc3ccc4c(c3)OCO4)ccc21	2	-4	2.6	-0.6	0.9	1	4	-1	-1.6
O=C(O)C1(c2ccc(Cl)cc2)CCC1	-1	1	0.2	1.2	-0.5	-3	1	1	0.5
Cc1coc2cc3oc(=O)c(CCC(=O)NCCN4CCOCC4)c(C)c3cc12	15	-5	1.2	-1.3	-1.3	-16	19	3	0.0
CC(=O)NNc1ncnc2c1cnn2-c1ccccc1	7	0	1.5	x	-0.4	2	8	5	-0.2
CCC(Oc1ccccc1)C(=O)Nc1ccccc1C(=O)N1CCN(C)CC1 (configuration not stated)	2	0	-1.5	-0.8	2.2	6	-11	-2	-1.3
Nc1ccc(Br)cc1C(=O)c1ccccc1	-4	-6	-0.7	x	-0.5	7	14	-2	-2.1
CC(C)c1nc2sc3c(=O)[nH]cnc3c2c2c1CCCC2	-3	0	-2.0	x	0.7	3	-2	1	-2.6
O=C(C1CCCN(Cc2ccccc2)C1)N1CCc2ccccc2C1 (configuration not stated)	0	-6	-0.5	-0.2	-3.4	6	5	2	-0.4
CCCCOc1ccc(NC(=O)CCSc2nccn2C)cc1	-2	-1	-0.7	x	0.3	0	-2	-2	-1.3
O=C(Nc1ccc(N2CCOCC2)cc1)C1=NN(c2ccccc2)C(=O)CC1	2	-9	x	-3.9	0.3	-2	20	1	-0.1
COc1cccc(C(=O)NC2CC3CCCC(C2)N3CC(=O)Nc2ccc(N(C)C)cc2)c1 (configuration not stated)	-5	3	-0.1	x	0.8	14	-3	0	-0.5
CC(=C\C(=O)O)/C(=C/c1ccc(C)o1)C(=O)O	1	2	x	-2.9	3.1	9	21	-6	1.9
O=C(NC1CC1)C1CCN(C2CCN(C(=O)Cc3ccc4c(c3)OCO4)CC2)CC1	-2	-4	-2.2	-2.4	-0.5	4	-4	7	-4.0
COc1cccc(CN(C)Cc2cc(=O)oc3cc(O)c(Cl)cc23)c1	164*	6	1.2	-0.1	0.4	-103	9	-13	-1.2
CNC(=O)COC(=O)c1cc(-c2ccc(OC)cc2)nc2ccccc12	14	6	2.1	x	2.8	-12	15	-9	-3.0
